Screening results deposited in PubChem BioAssay by National Center for Advancing Translational Sciences (NCATS).
PGK inhibitor = blocks T. brucei phosphoglycerate kinase | P07378 | PGK/GAPDH coupled, Kinase-Glo luminescence, 60 min | Potency, µM (top dose mostly 57.5 µM), without a hit: at the highest dose activity change, negative = inhibition, hits mostly inhibitors | 0.043% of 380,000 active | AID 602233; further: potency means the concentration at half of the fitted maximal effect; nearly all actives have a fitted effect of over 60% in size
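Luminescent ATP detection (Kinase-Glo Plus) follows a 60-minute room-temperature incubation, with wells lacking PGK as controls. Buffer: 100 mM TEA (pH 7.6), 5 mM MgCl2, 0.01% Tween-20. Coupling enzyme GAPDH (100 nM final) supplies unstable 1,3-BPG in-well.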
GLS inh = inhibitors of human glutaminase (GLS). O94925. GLS enzymatic activity, qHTS titration. Potency, µM (doses to about 45.5 µM), for inactives: at the highest dose activity change, negative = inhibition, most hits filed as inhibitors. 0.21% of 410,000 active. AID 624170; further: potency means the concentration at half of the fitted maximal effect
Target sequence (O94925 whole entry, looked up): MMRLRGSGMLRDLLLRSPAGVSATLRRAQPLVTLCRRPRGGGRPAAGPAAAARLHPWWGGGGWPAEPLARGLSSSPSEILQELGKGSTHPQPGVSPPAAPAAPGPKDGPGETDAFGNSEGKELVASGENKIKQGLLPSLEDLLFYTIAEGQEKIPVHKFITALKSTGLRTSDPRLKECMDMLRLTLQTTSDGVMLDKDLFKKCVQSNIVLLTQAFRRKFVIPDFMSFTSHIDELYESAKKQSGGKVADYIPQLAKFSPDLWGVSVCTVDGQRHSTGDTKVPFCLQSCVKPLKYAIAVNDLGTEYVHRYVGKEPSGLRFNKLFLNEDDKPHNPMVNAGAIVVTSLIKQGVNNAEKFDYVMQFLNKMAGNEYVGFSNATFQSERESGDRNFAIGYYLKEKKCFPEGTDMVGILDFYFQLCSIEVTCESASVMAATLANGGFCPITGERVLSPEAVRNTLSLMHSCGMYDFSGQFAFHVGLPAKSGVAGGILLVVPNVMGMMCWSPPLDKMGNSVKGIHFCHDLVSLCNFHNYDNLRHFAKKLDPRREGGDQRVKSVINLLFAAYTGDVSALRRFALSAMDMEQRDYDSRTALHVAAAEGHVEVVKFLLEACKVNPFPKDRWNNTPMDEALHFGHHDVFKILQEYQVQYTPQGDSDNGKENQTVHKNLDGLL
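Assay buffer: 45 mM KH2PO4 pH 8.2, 0.02% Tween-20. hKGA acts on L-glutamine (1 mM solution added); product glutamate is reported by an oxidase/peroxidase Amplex Red coupling, with fluorescence taken at baseline and 30 min.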
PI4K2A inh = PI4K2A (human) kinase inhibition; Q9BTU6; purified PI4K2A, ADP-Glo luminescence, 1 h; hits give low values; activity change, negative = inhibition, % at 76.9 µM; 0.13% of 420,000 active; AID 1346378; in the data active means activity change below about -50%; inconclusive means mostly about -30% to -49%;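 further: -100% = wells without enzyme as full effect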
Target sequence (Q9BTU6 whole entry, looked up): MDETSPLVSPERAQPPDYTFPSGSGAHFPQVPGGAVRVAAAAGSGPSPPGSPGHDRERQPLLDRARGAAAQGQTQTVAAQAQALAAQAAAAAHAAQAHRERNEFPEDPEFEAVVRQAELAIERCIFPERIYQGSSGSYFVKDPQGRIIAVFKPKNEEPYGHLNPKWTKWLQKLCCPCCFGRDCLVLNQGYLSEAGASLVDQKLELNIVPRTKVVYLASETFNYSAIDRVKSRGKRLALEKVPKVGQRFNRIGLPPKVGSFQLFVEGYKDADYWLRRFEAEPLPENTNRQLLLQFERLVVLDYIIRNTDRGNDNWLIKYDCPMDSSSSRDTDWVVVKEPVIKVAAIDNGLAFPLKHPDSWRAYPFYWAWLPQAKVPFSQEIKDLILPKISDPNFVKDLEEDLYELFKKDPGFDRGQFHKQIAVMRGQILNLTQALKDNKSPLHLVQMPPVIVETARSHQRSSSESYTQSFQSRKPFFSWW
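PI4K2A activity was measured by ADP-Glo luminescence: enzyme (4 ug/mL stock) and phosphatidylinositol (1.2 mM stock) in Tris pH 7.5/MgCl2/EGTA/Triton X-100 buffer were reacted with ATP (300 microM stock) for one hour at ambient temperature.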
* hit, by the source's call; i = inactive; ? = inconclusive. Unless noted, the call rests on the fitted dose curve; in most records, active means well fitted curve in the direction sought with a large enough effect; inconclusive means small, poorly fitted or top-dose-only effect, or another doubt; inactive means no such curve, though single readings can be large; an effect the other way counts as inactive or inconclusive. Unless noted, on the % scale 0 is the no-effect control and ±100 the full control effect. Only part of the results is shown; the hit share may differ from the screen's.

Sample of the layout, seven compounds:
PI4K2A inh	PGK inhibitor	GLS inh	smiles
-7	-6%	-2%	CCN(CC)C(=O)C1=C(C)N(Cc2ccc(OC)cc2)C(=O)C(CC(=O)NC(c2ccccc2)c2ccccc2)C1 (centres undefined)
7	-1%	-9%	COc1ccccc1OCC(=O)N1CCCCCC1
1	-3%	18%	CC1NC(=O)COC1c1ccccc1 (centres undefined)
-12	3%	7%	O=C(O)C1CCCN1c1nc(Cl)ccc1[N+](=O)[O-] (centres undefined)
1	-4%	4%	O=C(Nc1ccc(C(=O)O)cc1)/C(=C\c1ccc2c(c1)OCO2)NC(=O)c1ccccc1Cl
-3	-4%	-1%	Cn1cnc([N+](=O)[O-])c1Sc1ccncn1
4	-1%	12%	CC(C)CC1C(=O)N(Cc2cn(CCC3OCCO3)nn2)CCS(=O)(=O)N1Cc1ccc(-c2cccc(N(C)C)c2)cc1 (centres undefined)

Results, from the first entry:
PI4K2A inh	PGK inhibitor	GLS inh	smiles
-7	-6%	-2%	CCN(CC)C(=O)C1=C(C)N(Cc2ccc(OC)cc2)C(=O)C(CC(=O)NC(c2ccccc2)c2ccccc2)C1 (centres undefined)
7	-1%	-9%	COc1ccccc1OCC(=O)N1CCCCCC1
1	-3%	18%	CC1NC(=O)COC1c1ccccc1 (centres undefined)
-12	3%	7%	O=C(O)C1CCCN1c1nc(Cl)ccc1[N+](=O)[O-] (centres undefined)
1	-4%	4%	O=C(Nc1ccc(C(=O)O)cc1)/C(=C\c1ccc2c(c1)OCO2)NC(=O)c1ccccc1Cl
-3	-4%	-1%	Cn1cnc([N+](=O)[O-])c1Sc1ccncn1
4	-1%	12%	CC(C)CC1C(=O)N(Cc2cn(CCC3OCCO3)nn2)CCS(=O)(=O)N1Cc1ccc(-c2cccc(N(C)C)c2)cc1 (centres undefined)
12	i	-1%	O=C1C=C(C#Cc2ccccc2)C[C@@H](c2ccc(F)cc2)C1
9	-3%	-3%	O=C(OCC(=O)N1CCN(c2ccccc2)CC1)c1cc(F)c(F)cc1Cl
-5	i	-33%	COc1ccc(C(C)C)cc1S(=O)(=O)Nc1cccnc1

Taken from above:
CC(C)CC1C(=O)N(Cc2cn(CCC3OCCO3)nn2)CCS(=O)(=O)N1Cc1ccc(-c2cccc(N(C)C)c2)cc1 (centres undefined) in GLS inh is entered as 12%
O=C(O)C1CCCN1c1nc(Cl)ccc1[N+](=O)[O-] (centres undefined) in GLS inh is entered as 7%
O=C(OCC(=O)N1CCN(c2ccccc2)CC1)c1cc(F)c(F)cc1Cl in PI4K2A inh is entered as 9
O=C1C=C(C#Cc2ccccc2)C[C@@H](c2ccc(F)cc2)C1 in GLS inh is entered as -1%

A portion taken from the entries so far, as a working copy:
PI4K2A inh	PGK inhibitor	GLS inh	smiles
-7	-6%	-2%	CCN(CC)C(=O)C1=C(C)N(Cc2ccc(OC)cc2)C(=O)C(CC(=O)NC(c2ccccc2)c2ccccc2)C1 (centres undefined)
7	-1%	-9%	COc1ccccc1OCC(=O)N1CCCCCC1

Next entries follow.
PI4K2A inh	PGK inhibitor	GLS inh	smiles
3	-2%	2%	COc1ccc(C2CCc3cc4c(cc3C2=NO)OCO4)cc1OC (centres undefined)
-8	2%	1%	COc1ccc(-c2ccc(CN3C(C(C)C)C(=O)N(Cc4cn(CC5CCCCC5)nn4)CCS3(=O)=O)cc2)cn1 (centres undefined)
-4	10%	-4%	Cc1cc(C)c2cc(C#N)c(NCCCNC(=O)c3ccncc3)nc2c1
-5	-6%	-10%	CCN1CCC[C@H]1CNCCCn1cnc2c(SC)ncnc21
-2	0%	-3%	CCN1CCN(c2sc(S(=O)(=O)CC)nc2S(=O)(=O)c2ccc(Cl)cc2)CC1
-6	-3%	4%	CCOc1cc(/C=N/NC(=O)c2c(C)nc3ccc(Cl)cn23)ccc1O
-1	10%	0%	Cc1nn(-c2ccccc2)c(C)c1C(=O)OCC(=O)Nc1ccccc1Cl
4	-9%	-10%	COC(=O)C(Cc1c[nH]c2ccccc12)NC(=O)CCNC(=O)c1ccco1 (centres undefined)
1	i	3%	Cc1cn([C@H]2C[C@H](O)[C@@H](CNCc3cccn3-c3nccs3)O2)c(=O)[nH]c1=O
-6	-5%	3%	CCN1C(=O)[C@H]2[C@@H](c3ccc(OC)cc3)N[C@]3(CCCN(Cc4ccc(OC)cc4)C3=O)[C@H]2C1=O
0	0%	1%	O=C(Cc1cccs1)NCCS(=O)(=O)N1CCN(c2ccccc2)CC1
0	-4%	-7%	C#CCN(C[C@@H]1[C@@H](OC(=O)NCc2ccccc2F)[C@@H](OC(=O)NCc2ccccc2F)CN(C(=O)OC(C)C)N1C(=O)OC(C)C)S(=O)(=O)c1ccc(C)cc1
4	-1%	3%	O=C(CSc1ccc(Cl)cc1)Nc1ccccc1
-2	8%	7%	O[C@@H]1CN(Cc2cccs2)[C@@H](c2ccccc2)C[C@H]1n1cc(C2CC2)nn1
-1	i	1%	CN(C)C(CNC(=O)c1cccc(S(=O)(=O)N2CCc3ccccc3C2)c1)c1ccccc1 (centres undefined)
-1	i	-5%	C[C@@H]1CN([C@H](C)CO)C(=O)CCCn2cc(nn2)CO[C@H]1CN(C)C(=O)Nc1ccnc(N2CCOCC2)c1
5	-3%	-11%	Cc1ccnc2nc(C(=O)OCC(=O)N(C)C3CCCCC3)nn12
3	i	1%	C[C@H]1CN([C@@H](C)CO)C(=O)c2cc(Br)cnc2O[C@@H]1CN(C)C(=O)CN(C)C
-1	4%	27%	COc1ccc(C(=O)Cn2c(NCCCO)nc3ccccc32)cc1
-3	-6%	0%	CN1OC[C@@H]2CN(Cc3cc(Cl)cc(Cl)c3)[C@H](c3cccc(-c4ccc(C#N)cc4)c3)C[C@@H]21
2	4%	2%	Cc1ccc(S(=O)(=O)N(C)C[C@H]2OCCCC[C@H](C)Oc3ccc(NC(=O)Nc4cccc5ccccc45)cc3C(=O)N([C@@H](C)CO)C[C@H]2C)cc1
-6	-11%	7%	CCn1c2ccccc2c2cc(NC(=O)N3CCCCC3)ccc21
2	-12%	-2%	Cc1ccccc1C(=O)Nc1ccc(S(=O)(=O)NCC2CCCO2)cc1 (centres undefined)
3	-1%	0%	COc1ccc(-c2ccc(CN3C(C)C(=O)N(Cc4cn(CC5CCCCC5)nn4)CCS3(=O)=O)cc2)cc1 (centres undefined)
3	-1%	0%	C#CCN(C[C@@H]1[C@@H](OC(=O)NCC2CCCCC2)[C@@H](OC(=O)NCC2CCCCC2)Cn2c(=O)n(CCCCCC)c(=O)n21)S(=O)(=O)c1ccc(C)cc1
-1	-2%	3%	Clc1ccc2nc(-c3ccccc3)c(Cc3ccccc3)n2c1
3	-3%	5%	CCCCCCN1C[C@@H](n2cc(COC(=O)c3ccccc3)nn2)[C@H](O)C[C@@H]1c1ccc(OC)cc1
-28	i	-3%	C[C@H](O)CNC(=O)c1[nH]cnc1C(=O)N[C@@H](C)c1ccccc1
-5	7%	-3%	C[C@H]1CN([C@@H](C)CO)C(=O)CCCn2nncc2CO[C@@H]1CN(C)Cc1ccccc1C(F)(F)F
6	i	-6%	CC(=O)OC1(C)C=Cc2ccccc2C1=NS(=O)(=O)c1ccccc1 (centres undefined)

4 compounds already listed, ordered by molar mass, largest number first.
PI4K2A inh	PGK inhibitor	GLS inh	smiles
3	-1%	0%	COc1ccc(-c2ccc(CN3C(C)C(=O)N(Cc4cn(CC5CCCCC5)nn4)CCS3(=O)=O)cc2)cc1 (centres undefined)
3	-3%	5%	CCCCCCN1C[C@@H](n2cc(COC(=O)c3ccccc3)nn2)[C@H](O)C[C@@H]1c1ccc(OC)cc1
2	-12%	-2%	Cc1ccccc1C(=O)Nc1ccc(S(=O)(=O)NCC2CCCO2)cc1 (centres undefined)
6	i	-6%	CC(=O)OC1(C)C=Cc2ccccc2C1=NS(=O)(=O)c1ccccc1 (centres undefined)

(continued)
PI4K2A inh	PGK inhibitor	GLS inh	smiles
-8	1%	4%	COc1ccc(NC(=O)N(C)C[C@H]2OCCCC[C@@H](C)Oc3ccc(NC(=O)c4ccccc4)cc3C(=O)N([C@H](C)CO)C[C@@H]2C)cc1
0	-6%	2%	O=C(CN1CCN(S(=O)(=O)c2ccc(Br)s2)CC1)N1CCc2ccccc21
-4	-10%	-1%	CCC(=NNS(=O)(=O)c1ccc(C)cc1)c1ccccc1
0	-10%	-5%	C#CCN(C[C@@H]1[C@@H](OC(=O)NC2CC2)[C@@H](OC(=O)NC2CC2)Cn2c(=O)ccc(=O)n21)S(=O)(=O)c1ccc(C)cc1
-1	1%	28%	COc1ccccc1CNC(=O)C[C@@H]1C[C@H]2c3cc(N(C)C)ccc3O[C@H]2[C@H](CO)O1
-3	9%	-3%	C[C@@H]1CN([C@@H](C)CO)C(=O)c2cc(-c3cccnc3)cnc2O[C@H]1CN(C)C(=O)c1cccc(F)c1
-7	-9%	13%	CCOC(=O)C1=C(C)OC(=Cc2ccccc2)C1=O
0	-5%	-1%	CCN1C(=O)C(C)C=C(C)C=C1C (centres undefined)
2	-1%	-5%	CN(C)CCC1(c2ccccc2)CCN(C)C1=O (centres undefined)
-8	-2%	10%	C[C@@H]1CN([C@@H](C)CO)S(=O)(=O)c2ccc(-c3ccccc3)cc2O[C@@H]1CN(C)Cc1ccccc1C(=O)O
-2	i	0%	CCC(=O)Nc1ccc(S(=O)(=O)NC[C@H]2O[C@@H](n3cc(C)c(=O)[nH]c3=O)C[C@@H]2O)cc1
-9	-2%	-7%	Nc1ccn([C@@H]2O[C@H](CNCc3ccc(-c4cc(C(F)(F)F)ccc4Cl)o3)[C@@H](O)[C@H]2O)c(=O)n1
1	-6%	7%	CC1C(=O)N(Cc2cn(CCC3OCCCO3)nn2)CCS(=O)(=O)N1Cc1ccc(-c2cccc(CO)c2)cc1 (centres undefined)
-2	-2%	-5%	O=C(NN=Cc1ccccc1Cl)c1ccccc1
5	4%	-2%	CCOC(=O)CCCCCC(=O)Nc1ccc2c(c1)C(=O)N([C@H](C)CO)C[C@H](C)[C@@H](CN(C)C(=O)Nc1ccccc1)OCCCC[C@@H](C)O2
-3	0%	5%	CCCCCCN1C[C@H](O)[C@@H](n2cc(C3CC3)nn2)C[C@@H]1c1ccc(OC)cc1
-7	i	-9%	O=S1(=O)CCN(CCCc2ccccc2)CC1
4	-4%	-11%	COc1ccc(CN2C(=O)C(CC(=O)NCc3cccc4ccccc34)CC(C(=O)N3CCOCC3)=C2C)cc1 (centres undefined)
-5	-6%	-11%	CCN(C(=S)Nc1cccc2ccccc12)c1ccccc1
10	-5%	-10%	N#Cc1ccc(NN=Nc2ccccc2C#N)cc1
-2	-1%	14%	CCOc1ccccc1N1CCN(CC(=O)Nc2nccs2)CC1
3	7%	1%	O=C(CN1CCN(C(=O)CNC(=O)c2ccc(N3CCCC3=O)cc2)CC1)Nc1cccc(F)c1
-3	-1%	-4%	Cc1noc(C)c1NC(=O)N(C)C[C@@H]1Oc2cc(Br)ccc2S(=O)(=O)N([C@@H](C)CO)C[C@H]1C
-1	-7%	-3%	O=C(NN=Cc1ccc(Cl)cc1Cl)c1ccccc1
6	-4%	-3%	O=C(CSc1ccccc1F)NC(=O)NC1CCCC1
-1	-5%	7%	COC(=O)C1=C(C)NC(=O)NC1c1ccc(OC)c(OC)c1 (centres undefined)
0	2%	-14%	C[C@H](NC(=O)c1ncn2c1c(=O)[nH]c1ccc(Br)cc12)c1ccccc1
-3	1%	5%	COc1ccccc1N1CCN(S(=O)(=O)CCNC(=O)CC2CCCC2)CC1
-2	1%	12%	O=C(C[C@H]1C(=O)N(Cc2cccnc2)C[C@@H]1Cc1ccccc1)Nc1ccccc1
-2	-3%	13%	Cc1cccc(S(=O)(=O)N(C)C[C@@H]2OCc3cn(nn3)CCCC(=O)N([C@H](C)CO)C[C@H]2C)c1
3	-5%	-3%	COc1ccc(/C=C/C(=O)OCC(=O)c2cc(C)ccc2C)cc1
0	-6%	1%	Cc1nc(Cc2nnc(SC(C)C(=O)Nc3ccccc3)o2)cs1 (centres undefined)
3	-2%	-1%	COc1cccc(S(=O)(=O)N(C)C[C@@H]2OCc3cn(nn3)CCCC(=O)N([C@@H](C)CO)C[C@H]2C)c1
-5	-1%	12%	Cc1cscc(C)c1=S
3	-4%	2%	CCN(CC)C(=O)C1=C(C)N(CCCN2CCCC2=O)C(=O)C(CC(=O)NCCc2ccccn2)C1 (centres undefined)
-4	-6%	3%	CN(C(=O)c1cc(-c2cccs2)nn1-c1ccccc1)C1CCS(=O)(=O)C1 (centres undefined)
-4	1%	-15%	COCCCN1C(=O)C(CC(=O)NC2CCCC2)CC(C(=O)N2CCOCC2)=C1C (centres undefined)
9	i	3%	O=C(COC(=O)/C=C/c1ccc(Cl)cc1)NC1CCS(=O)(=O)C1 (centres undefined)
4	4%	12%	Cc1ccc(C)c(C(=O)COC(=O)c2cc(S(=O)(=O)N3CCOCC3)ccc2F)c1
1	-9%	12%	N#Cc1ccsc1NC(=O)CSc1nnc(NC2CC2)s1
?	?	-4%	c1ccc2c(c1)COc1c3cc4c(cc3nn1-2)OCO4
